Bioassay records from PubChem.
POLH inh = qHTS for Inhibitors of Polymerase Eta; DNA polymerase eta (Homo sapiens), Q9Y253; recombinant Pol eta, fluorescent DNA replication assay; Potency, µM (series often up to 114 µM), without a hit: at the top dose activity change, negative = inhibition, actives largely listed as inhibitors; 390,000 compounds, 1.2% hits; AID 588591, 2011; also: % is scaled to controls: 0 for no effect and ±100 for the full control effect
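Pol eta (10 nM) was preincubated with compounds for 15 min at room temperature, after which fluorescent replication substrate (50 nM final) was added to start the reaction. Fluorescence was read kinetically at 0 and 10 min.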
BAZ2B inh = qHTS Assay for Inhibitors of BAZ2B. Bromodomain adjacent to zinc finger domain protein 2B (Homo sapiens), Q9UIF8. Potency, µM (highest dose often 114 µM), for inactives: top-dose activity change, negative = inhibition, actives largely listed as inhibitors. 360,000 compounds, 4.4% hits. AlphaScreen BAZ2B-H3K14Ac peptide displacement; also: % is scaled to controls: 0 for no effect and ±100 for the full control effect; nearly all actives have a fitted effect of over 60% in size
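Complex of BAZ2B and biotin-H3K14Ac (50 nM apiece) forms over 30 min at RT, then faces library compounds up to 110 uM for another 30 min; AlphaScreen beads added, 20 min dark incubation, luminescence read.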
BLM inh = qHTS Assay for Inhibitors of Bloom's syndrome helicase (BLM) | Potency, µM (top dose mostly 56.1 µM), without a hit: at the top dose activity change, negative = inhibition, usual class: inhibitors | 350,000 compounds, 0.2% hits | recombinant BLM DNA unwinding, fluorescence dequenching | RecQ-like DNA helicase BLM (Homo sapiens), P54132 | AID 2528, 2010;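 also: plate controls were vehicle for no effect and no enzyme for full effect; nearly all actives have a fitted effect of over 35% in size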
Apoferritin bind = qHTS Assay for Identification of Novel General Anesthetics. Ferritin light chain (Equus caballus), P02791. apoferritin/1-aminoanthracene competitive binding, fluorescence. Potency, µM (doses to about 77.5 µM), for the others: top-dose activity change, negative = displacement, actives largely listed as inhibitors. 350,000 compounds, 0.074% hits; also: % is scaled to controls: 0 for no effect and ±100 for the full control effect; nearly all actives have a fitted effect of over 20% in size
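Probe: 1-aminoanthracene (50% saturated, PBS). Protein: horse-spleen apoferritin, 10 uM. Incubation: 10 min, room temperature. Detection: 380 nm excitation, 535 nm emission. Analysis: normalized response, four-parameter Hill.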
POLK inh = qHTS for Inhibitors of Polymerase Kappa; DNA polymerase kappa (Homo sapiens), Q9UBT6; purified Pol kappa, fluorescent DNA synthesis assay, 10 min; Potency, µM (titrated, usually from 107 µM), for inactives: at the top dose activity, negative = inhibition, actives largely listed as inhibitors; 400,000 compounds, 0.53% hits; AID 588579, 2011; also: % is scaled to controls: 0 for no effect and ±100 for the full control effect
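Activity was followed as the change in fluorescence between reads at 0 and 10 min after starting the reaction with 50 nM substrate. Beforehand, 10 nM polymerase had been preincubated with compound for 15 min at room temperature.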
Pol iota inh = qHTS for Inhibitors of Polymerase Iota; DNA polymerase iota (Homo sapiens), Q9UNA4; Pol iota fluorescent replication assay, 10 min; Potency, µM (doses to about 115 µM), without a hit: at the top dose activity, negative = inhibition, hits mostly inhibitors; 390,000 compounds, 1% hits; AID 588590, 2011
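Pol iota at 10 nM preincubated 15 min with compounds at room temperature; reaction started with fluorescent substrate, 50 nM final. Fluorescence read kinetically at 0 and 10 min; buffer-only wells as negative control.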
G9a inh = qHTS Assay for Inhibitors of Histone Lysine Methyltransferase G9a. Histone-lysine N-methyltransferase EHMT2 (Homo sapiens), Q96KQ7. G9a H3K9 monomethylation, AlphaScreen, 2 h. Potency, µM (highest dose often 102 µM), for inactives: at the top dose activity, negative = inhibition, usual class: inhibitors. 350,000 compounds, 8.8% hits. AID 504332, 2011; also: % is scaled to controls: 0 for no effect and ±100 for the full control effect; nearly all actives have a fitted effect of over 75% in size
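G9a (20 nM) was preincubated 15 min with compound, then reacted 2 h at room temperature with 500 nM biotin-H3K9 peptide and 20 µM SAM. Monomethyl-H3K9 detected by AlphaScreen using anti-H3K9me1 antibody.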
APE1 inh = qHTS Assay for Inhibitors of the Human Apurinic/apyrimidinic Endonuclease 1 (APE1); DNA repair nuclease/redox regulator APEX1 (Homo sapiens), P27695; recombinant APE1, TAMRA/BHQ-2 abasic DNA cleavage fluorescence; Potency, µM (doses to about 65.8 µM), for inactives: at the top dose activity change, negative = inhibition, actives largely listed as inhibitors; 350,000 compounds, 0.35% hits; AID 2517, 2012;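 also: plate controls were vehicle for no effect and reference inhibitor for full effect; nearly all actives have a fitted effect of over 55% in size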
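Readout is kinetic fluorescence (ex 525, em 598 nm) from cleavage of 50 nM TAMRA/BHQ-2 THF abasic duplex by 0.75 nM APE1, compound added 15 min beforehand at RT.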
Pol beta inh = qHTS Assay for Inhibitors of DNA Polymerase Beta; P06746; Pol beta primer extension/strand displacement, fluorescence kinetic; Potency, µM (top dose mostly 114 µM), for inactives: top-dose activity change, negative = inhibition, hits mostly inhibitors; 340,000 compounds, 1.3% hits; AID 485314, 2010; also: % is scaled to controls: 0 for no effect and ±100 for the full control effect
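Enzyme-only controls used 10 nM Pol beta; buffer lacking enzyme served as negative control. Compound preincubated 15 min, then 50 nM substrate added; 0 and 10 min reads at room temperature.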
* marks the source's active call; other numbers are inactive results; ? = inconclusive; . = no result given; & = joins results of further samples; [ ] = remark or other dose. Calls follow the shape of the dose curve; as a rule, active = well fitted curve in the direction sought with a large enough effect; inconclusive = small, poorly fitted or top-dose-only effect, or another doubt; inactive = no such curve, though single readings can be large; an effect the other way counts as inactive or inconclusive. Potency is read from the fitted curve at half-maximal effect.

SMILES,POLH inh,BAZ2B inh,BLM inh,Apoferritin bind,POLK inh,Pol iota inh,G9a inh,APE1 inh,Pol beta inh
Cc1ccccc1NCC(=O)N/N=C\c1ccc2c(c1)OCO2,-16.3%,?,-5.4%,?,4.9%,28.4%,-1.4%,13.2%,31.6%[activator]
Cc1ccc(C)c(NC(=O)Cn2cc(C(=O)C3CC3)c3ccccc32)c1,-15.4%,1.5%,-7.5%,-4.0%,-1.1%,?,?,35.2%,?
C=C[C@]1(C)C=C2CC[C@H]3[C@@](C)(CCC[C@@]3(C)C(=O)O)[C@@H]2CC1,4.6%,.,.,.,-19.5%,12.0%,.,-10.8%,.
CC1CC(C)CN(C(=O)Cn2nnc(-c3ccccc3)n2)C1 (stereo unspecified),-12.0%,-0.2%,-1.0%,-7.9%,0.9%,35.9%[activator],-8.1%,21.5%,2.6%
CCCCOc1ccc(CNC(=O)c2ccc(NC(=O)N3CCCCc4ccccc43)cc2)cc1,-10.9%,-8.4%,-8.5%,4.2%,0.3%,2.3%,2.2%[59 µM],.,4.8%
Cc1nc2cc(NC(=O)Nc3nccs3)ccc2n1C,3.3%,4.1%,-6.6%,-1.7%,-18.6%,5.4%,-37.7%[12.7 µM],2.7%,8.8%
O=S(=O)(c1ccccc1)c1nc(-c2ccccc2Cl)oc1NCCN1CCOCC1,-1.5%,?,-4.5%,-19.3%,5.4%,123.9%[activator],?,0.3%,25.5%
CC[C@]12c3[nH]c4ccccc4c3CCN1C(=O)C(CC(=O)NCc1cccc(C(F)(F)F)c1)C[C@@H]2C(=O)N1CCN(C(=O)C2CC2)CC1 (stereo partly specified),-13.2%,.,.,.,-1.9%,22.8%,.,27.8%,.
Cc1nn(-c2ccccc2)c(Cl)c1C(=O)Nc1nnc(C2CCCC2)s1,-13.2%,-9.1%,-8.8%,-9.8%,-9.9%,22.1%,-30.4%[59 µM],-1.3%,-3.2%
CC(C)(C)NC(=O)COC(=O)c1ccccc1Oc1ccccc1,-26.7%,3.4%,-3.6%,6.4%,3.8%,41.9%[activator],?,3.2%,3.8%
COc1ccc(NS(=O)(=O)c2ccc(N3CCOCC3)c(NC(=O)c3ccc(F)cc3)c2)cc1,-17.0%,-12.1%,-6.8%,-9.7%,-16.1%,141.0%[activator],19.5%[59 µM],5.6%,-3.8%
COCc1c(C(=O)OCC(=O)c2c(N)n(CC(C)C)c(=O)n(C)c2=O)oc2ccccc12,-18.9%,-15.7%,-6.8%,?,-15.8%,3.1%,-12.2%[59 µM],0.0%,-0.1%
Brc1ccccc1/C=N/Nc1ccc2ccccc2n1,-12.2%,-9.7%,-6.1%,2.4%,-0.2%,4.4%,-13.8%[59 µM],14.6%,21.2%
CC(C)(C)NC(=O)CN(C(=O)CCC(=O)Nc1nccs1)c1ccc(F)c(Cl)c1,15.4%,0.6%,-3.2%,1.0%,1.3%,25.7%,8.5%,41.4%[activator],-0.5%
CCOC(=O)c1c(N)sc(N)c1C(=O)OCC,-19.9%,50.1µM*,0.6%,-17.7%,-13.9%,9.1%,3.16µM*,?,0.0%
Cc1cccc(/C=N/NC(=O)c2cc(-c3cccnc3)nc3c2c(C)nn3-c2ccccc2)c1,-2.2%,-2.8%,4.6%,-7.5%,-7.3%,15.1%,6.3%[59 µM],-3.4%,-14.4%

Arranged by the number under BLM inh (high to low): three from the list above.
| mol | POLH inh | BAZ2B inh | BLM inh | POLK inh | Pol iota inh | G9a inh | APE1 inh | Pol beta inh |
| --- | --- | --- | --- | --- | --- | --- | --- | --- |
| CCOC(=O)c1c(N)sc(N)c1C(=O)OCC | -19.9% | 50.1µM* | 0.6% | -13.9% | 9.1% | 3.16µM* | ? | 0.0% |
| Brc1ccccc1/C=N/Nc1ccc2ccccc2n1 | -12.2% | -9.7% | -6.1% | -0.2% | 4.4% | -13.8%[59 µM] | 14.6% | 21.2% |
| COCc1c(C(=O)OCC(=O)c2c(N)n(CC(C)C)c(=O)n(C)c2=O)oc2ccccc12 | -18.9% | -15.7% | -6.8% | -15.8% | 3.1% | -12.2%[59 µM] | 0.0% | -0.1% |

(further entries)
SMILES,POLH inh,BAZ2B inh,BLM inh,Apoferritin bind,POLK inh,Pol iota inh,G9a inh,APE1 inh,Pol beta inh
COc1cccc(C(=O)N/N=C/c2ccc(Oc3ccc([N+](=O)[O-])cn3)c(OC)c2)c1,2.8%,-33.0%,-5.5%,-10.0%,-3.6%[60.1 µM],?,?,-5.0%,-1.2%
CCN(CC)CCCNS(=O)(=O)c1ccc(OC)cc1,-6.4%,9.8%,-2.2%,4.5%,0.0%,?,2.9%[59 µM],1.4%,-0.7%
CC(=O)N1CCN(C(=O)C(Cc2ccccc2)NC(=O)c2ccccc2)CC1 (stereo unspecified),-19.5%,-1.0%,.,.,-1.3%,33.3%,11.9%[12.7 µM],6.5%,.
CC(=O)c1c(C(C)=O)c(C)n(Cc2ccccc2)c1C,-7.0%,-21.6%,-3.0%,-13.0%,-3.0%,9.2%,9.0%[12.7 µM],1.1%,1.6%
NC(=O)Nc1ccc(C(=O)OCC(=O)NCc2ccc3c(c2)OCO3)cc1,3.6%,-4.5%,.,.,-11.5%,-1.4%,9.2%[12.7 µM],-17.8%,.
COc1cc2c(cc1OC)C(C(=O)NCc1ccco1)C1c3ccccc3CCN1C2=O (stereo unspecified),-2.0%,-4.6%,0.0%,-5.5%,-6.5%,8.7%,1.0%[59 µM],-3.9%,40.2%
CCOc1ccc(NC(=O)c2cccc3c2C(=O)N(CC2CCCO2)C3)cc1 (stereo unspecified),?,?,-9.7%,-21.4%,-29.2%,?,.,-20.4%,?
CNC(=S)N1N=C(c2ccccc2)CC1c1ccc(OC)c(OC)c1 (stereo unspecified),-13.8%,-10.4%,0.3%,-3.6%,-6.5%,4.9%,14.0%[59 µM],-3.9%,-1.6%
CCCCSc1nnc(-c2ccc(NC(=O)CCc3ccccc3)cc2)n1C,9.1%,-5.2%,1.0%,1.8%,-6.2%&-1.6%,-4.5%&9.2%,-7.9%[59 µM],18.4%,8.3%
COc1cc(C2C(C#N)=C(N)Oc3cc(C)n(CCc4ccccc4)c(=O)c32)cc2c1OCO2 (stereo unspecified),5.4%,3.0%,-1.1%,-6.4%,-15.9%,9.1%,-6.6%[59 µM],2.6%,6.9%
O=C(NCc1ccccc1)c1ccc(NC2=NC3CS(=O)(=O)CC3S2)cc1 (stereo unspecified),-20.5%,-13.5%,-0.2%,-6.8%,-11.9%,150.3%[activator],15.1%,16.5%,46.1%
Cc1cc(Nc2nc3ccccc3nc2Cl)n(-c2ccc([N+](=O)[O-])cc2)n1,-5.3%,7.8%,-2.4%,-1.9%,-6.5%,21.8%,17.4%,-2.9%,-9.2%
CC(=O)Nc1ccc(N2C(=O)CC(Sc3nc(C)cc(C)n3)C2=O)cc1 (stereo unspecified),4.7%,0.6%,-2.5%,2.5%,-11.0%,94.3%[activator],-8.8%,10.3%,?
N#CC1=C(N)Oc2n[nH]c(-c3ccncc3)c2C1c1ccsc1 (stereo unspecified),-16.5%,9.5%,2.3%,4.1%,-14.1%,-5.5%,?,2.7%,-1.0%
CN(C)C(=O)C(Sc1ccc(S(=O)(=O)N2CCCC2)cn1)c1ccccc1 (stereo unspecified),-11.1%,-1.8%,.,.,-0.6%,21.0%,22.2%[2.33 µM],3.4%,.
CCCCOP(=O)(c1ccc(N(C)C)cc1)C(O)c1ccncc1 (stereo unspecified),6.7%,?,-1.2%,-3.9%,-24.0%,22.9%,?,1.5%,22.5%
Cc1ccc(CSc2nnc(CCNC(=O)OC(C)(C)C)o2)cc1,-5.9%&-9.4%,2.3%&35.7%,-2.7%&-0.7%,-3.5%&26.7%,-6.7%&11.3%,-13.0%&23.8%,1.6%,-0.4%,15.0%&2.1%
COc1ccccc1Nc1nc(N)nc(N)c1S(=O)(=O)c1ccccc1,-20.2%,-19.9%,-3.2%,22.1%,8.2%,5.9%,27.8%[59 µM],.,-0.3%
Nc1ccc2c(c1Cl)C(=O)c1ccc(N)c(Cl)c1C2=O,8.91µM*,56.2µM*,14.1µM*,-6.5%,?,?,25.1µM*,8.91µM*,2µM*
COCCN(Cc1cc2cc(C)ccc2[nH]c1=O)S(=O)(=O)c1ccc(Cl)cc1,-12.3%,-16.4%[57.1 µM],-1.4%,-11.4%,9.4%,41.9%[activator],?,31.8%,3.2%
CCOC(=O)N1CCN(c2ncc(C(F)(F)F)cc2Cl)CC1,-12.2%,25.9%,-0.8%,-8.6%,2.3%,-12.6%,28.8%,-4.2%,-0.1%
N=c1n(CCN2CCCCC2)c2ccccc2n1CC(=O)c1cccs1,-21.6%,-15.2%,-1.1%,-1.4%,4.9%,31.4%[activator],.,-1.2%,42.0%
COc1ccc(CNC(=O)C(c2ccc(C)o2)N(C(=O)c2snc(C(N)=O)c2N)c2ccccc2OC)cc1 (stereo unspecified),-18.5%,-15.0%,-3.7%,-5.0%,-3.7%,-14.1%,50.1µM*,40.7%,1.2%
COc1ccc(C2OCC3(CO2)SC(=O)NC3=O)cc1OC (stereo unspecified),-16.8%,-32.3%,-5.5%,-3.5%,-9.0%,-10.1%,12.0%[59 µM],-0.6%,-0.2%
COc1ccc(NC(=O)C(=O)NCCc2csc3nc(-c4ccccc4F)nn23)cc1OC,-15.8%,0.4%,1.6%,-4.3%,-1.7%[60.1 µM],1.4%,7.8%[59 µM],.,-12.5%

A portion of the library. The share of hits here may be higher or lower than overall.
